High-throughput results from PubChem.
UPR CHOP act: apoptotic UPR (CHOP) activation; AID 449763; activation, % at 10 µM; actives 0.34% (n = 330,000); CHO-CHOP luciferase reporter, luminescence; percent of tunicamycin response over DMSO baseline;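 active = at 10 µM dose, activation of 40% or more, normalized to positive control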;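 note: 100% = tunicamycin at 10 µg/mL and 0% = DMSO alone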
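measured by = luciferase luminescence | assay system = CHO-CHOP cells, stable luciferase reporter of PERK-eIF2a-CHOP signalling | amount = 500 reporter cells seeded per well | timing = 6 h compound exposure at 37 °C after overnight seeding | controls = positive tunicamycin 10 µg/mL, negative DMSO alone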
APJ antag: antagonists of human APJ apelin receptor; P35414; CHO-K1 APJ beta-arrestin complementation, luminescence; inhibition, % at 20 µM; actives 0.32% (n = 330,000); AID 2521;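 active = inhibition above about 40% at 20 µM, limit read from the data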;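 note: cells challenged with 10 nM apelin-13 agonist together with compound; plate controls were apelin-13 plus DMSO wells for no effect and DMSO wells lacking apelin-13 for full effect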
Target sequence (P35414 whole entry, looked up): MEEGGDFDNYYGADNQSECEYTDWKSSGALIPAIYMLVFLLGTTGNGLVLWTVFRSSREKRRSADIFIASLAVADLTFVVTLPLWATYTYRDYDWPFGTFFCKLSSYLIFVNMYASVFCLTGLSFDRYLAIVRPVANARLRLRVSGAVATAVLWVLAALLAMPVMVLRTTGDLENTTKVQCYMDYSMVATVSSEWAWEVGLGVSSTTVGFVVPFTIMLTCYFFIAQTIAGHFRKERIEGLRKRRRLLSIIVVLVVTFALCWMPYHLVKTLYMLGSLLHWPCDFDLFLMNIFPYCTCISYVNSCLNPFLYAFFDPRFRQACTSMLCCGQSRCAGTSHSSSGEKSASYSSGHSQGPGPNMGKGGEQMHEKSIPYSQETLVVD
CCR6 antag: antagonists of human CCR6 receptor; AID 493098; inhibition, % at 20 µM; P51684; actives 0.49% (n = 340,000); CHO-K1 CCR6 PathHunter beta-arrestin, luminescence, CCL20-stimulated;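 active = compounds whose inhibition of the agonist-driven luminescence signal at 20 µM reaches about 50%, limit read from the data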;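 note: cells stimulated with CCL20 at 14 nM final; plate controls were DMSO with CCL20 for no effect and DMSO without agonist for full effect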
Target sequence (P51684 whole entry, looked up): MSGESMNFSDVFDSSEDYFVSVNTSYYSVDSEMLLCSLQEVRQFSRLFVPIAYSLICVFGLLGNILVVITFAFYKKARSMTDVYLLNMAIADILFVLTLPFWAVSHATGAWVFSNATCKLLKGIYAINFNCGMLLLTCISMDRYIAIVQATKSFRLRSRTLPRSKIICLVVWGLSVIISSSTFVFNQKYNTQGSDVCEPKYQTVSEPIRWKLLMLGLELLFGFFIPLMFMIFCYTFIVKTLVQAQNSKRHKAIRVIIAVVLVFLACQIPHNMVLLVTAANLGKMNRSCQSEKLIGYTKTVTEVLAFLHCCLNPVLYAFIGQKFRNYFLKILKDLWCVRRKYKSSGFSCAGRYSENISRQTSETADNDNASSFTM
tim23-1 inh: tim23-1 yeast growth inhibition. S. cerevisiae tim23-1 growth, BacTiter-Glo luminescence, 24 h. inhibition, % at 20 µM. actives 1.3% (n = 330,000);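 active = growth inhibition of the mutant yeast at or above 50%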;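 note: temperature-sensitive mutant grown at 25 °C; plate controls were DMSO-treated mutant yeast for no effect and medium wells lacking yeast for full effect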
APJ ag: agonists of human APJ apelin receptor; actives 0.11% (n = 330,000); activation, % at 20 µM; P35414; CHO-K1 APJ PathHunter beta-arrestin, luminescence; 0% DMSO wells, 100% apelin; AID 2520;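 active = activation more than six SD over the plate average, tested at 20 µM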;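 note: 0% = DMSO alone and 100% = apelin-13 at 10 nM; some results filed as inactive read as strong as hits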
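system = engineered CHO-K1 APJ arrestin reporter cells | input = 1000 cells per well | timing = overnight seeding, 90 min compound at 25 °C, 1 h detection | measured by = enzyme-fragment complementation luminescence | read-out = beta-arrestin recruitment to APJ as agonist activity, luminescent signal | control set = negative DMSO alone, positive Apelin-13 at 10 nM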
Mdm2-MdmX inh: inhibitors of human Mdm2/MdmX interaction; SaOS-2 split-luciferase Mdm2/MdmX complementation, luminescence; actives 3% (n = 330,000); inhibition, % at 8 µM; O15151+Q00987; AID 485346;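 active = inhibition of at least 50% at 8 µM in the primary screen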
CXCR6 block: CXCR6 (human) receptor inhibition. O00574. CHO-K1 PathHunter CXCR6 beta-arrestin, luminescence. inhibition, % at 20 µM. actives 0.36% (n = 360,000). AID 602244; in the data active = inhibition above about 34%, passing the limit was not always enough;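 note: antagonist mode with CXCL16 agonist at 10 nM final; 0% = 10 nM CXCL16 with DMSO and 100% = unstimulated wells without agonist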
EBI2 block: antagonists of human EBI2 receptor; actives 0.81% (n = 360,000); EBI2 beta-arrestin recruitment, luminescence, 7a,25-OHC stimulated; inhibition, % at 5 µM; in the data active = inhibition above about 38%;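 note: enzyme fragment complementation signal reports receptor beta-arrestin coupling in cells; 0% = agonist plus DMSO wells and 100% = wells without agonist; some results beyond the cut were filed as inactive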
UPR XBP1 act: activators of adaptive arm of unfolded protein response (XBP1). CHO-XBP1 luciferase reporter, IRE1-XBP1 UPR activation, luminescence; percent of tunicamycin response, DMSO as zero. activation, % at 20 µM. actives 0.33% (n = 330,000). AID 463104;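 active = versus positive control, 20 µM dose yields 30% or more activation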;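 note: 100% = tunicamycin at 10 µg/mL and 0% = DMSO only wells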
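Material: CHO-XBP1 cells stably carrying IRE1-XBP1-driven luciferase reporter | Medium: F12 with 10% serum | Compound dosing: 20 µM single concentration, DMSO 1% | Incubation: Overnight seeding at 37 °C, 6 h compound treatment at 37 °C | Detection: Steady-Glo luminescence read | Read-out basis: % activation of reporter signal versus tunicamycin and DMSO controls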
* hit, by the source's call; . = no result given. Only part of the results is shown (hit frequency here may not be typical).

SMILES | UPR CHOP act | APJ antag | CCR6 antag | tim23-1 inh | APJ ag | Mdm2-MdmX inh | CXCR6 block | EBI2 block | UPR XBP1 act
COc1cccc(C(=O)OCC(=O)c2c[nH]c3ccccc23)c1OC | 5.7 | 4 | 3 | 18 | -2 | -49 | -3 | -4 | 3
O=C(CSc1nccc(=O)[nH]1)NC1CCCc2ccccc21 (stereo not given) | 0.4 | -25 | 10 | -10 | -4 | -41 | 2 | -1 | -2
COc1ccccc1N/C(N)=N/c1nc(CSc2nc3ccccc3s2)cc(=O)[nH]1 | 6.5 | -3 | . | 1 | 0 | 24 | . | . | 2
CCN(CC)C(=O)C1CCCN(Cc2nc(-c3cccs3)no2)C1 (stereo not given) | 3.0 | 9 | 19 | -5 | -4 | 21 | -2 | -3 | 2
CN1C(=O)CC(N2CCC(C(N)=O)(N3CCCCC3)CC2)C1=O (stereo not given) | 0.6 | -4 | 3 | 1 | 2 | 23 | -2 | 4 | 9
COCCNC(=S)Nc1ccc(S(=O)(=O)Nc2ncccn2)cc1 | -1.0 | 4 | 4 | 11 | -3 | -16 | -14 | 0 | 2
O=C(N=C1SCC(=O)N1c1ccccc1)c1ccco1 | -2.6 | 20 | -13 | 1 | -6 | -38 | -1 | 15 | 4
CCCCN(C(=O)c1ccco1)C1CCS(=O)(=O)C1 (stereo not given) | -1.4 | 15 | 5 | -6 | -3 | 10 | 3 | -6 | -1
O=c1oc2ccccc2c(NC2CCCCC2)c1NS(=O)(=O)c1ccc(Br)cc1 | 1.2 | 10 | 15 | 15 | -4 | 1 | -4 | 0 | -7
C=CCn1c(C)cc(C2=NNC(=Nc3ccc(C)cc3)SC2)c1C | 2.6 | 5 | 6 | 9 | 1 | 19 | -1 | 10 | -1
O=[n+]1c2c(n([O-])c3ccccc31)CCC2 | -1.1 | -3 | -14 | 7 | -2 | 26 | -4 | -5 | 2
Cn1cc([C@@H]2C[C@H]3CN(Cc4cccc(Cl)c4)C(=O)[C@]34CCCN24)c(-c2ccccc2)n1 | 0.6 | 12 | 13 | 23 | -3 | 1 | 8 | 10 | -2
Cc1cccc(OCc2nc3ccccc3n2C)c1 | 4.3 | -19 | 10 | 14 | 0 | -29 | 4 | -4 | -1
COc1ccc(CNC(=O)CN(C)Cc2ccc(C(C)(C)C)cc2)cc1 | -2.3 | 8 | 9 | 30 | -4 | -2 | 4 | -7 | 2
COc1ccc(C2CC(=O)C3=C(C2)Nc2ccccc2N(C(=O)CCC(=O)O)C3c2ccc(F)cc2)cc1 (stereo not given) | -0.2 | 21 | -6 | 2 | -2 | -7 | 5 | -9 | -1
CCc1c(O)nc(SCC(=O)Nc2cc(C)on2)n(-c2ccccc2)c1=O | -0.2 | -1 | 16 | -4 | -2 | 1 | 1 | -3 | -1
Nc1nnc(SCCN2C(=O)c3ccccc3S2(=O)=O)s1 | 2.0 | 3 | -2 | -13 | -1 | 12 | 4 | -1 | -2
Cc1cc(=O)n2[nH]c(C(=O)O)nc2n1 | -1.2 | 11 | -6 | 1 | -2 | 0 | 2 | -11 | -4
O=P(c1ccc2c(c1)OCCO2)(N1CCOCC1)N1CCOCC1 | 0.0 | 15 | 12 | 1 | 0 | 6 | -2 | 1 | -1
O=C1Nc2c(c(=O)[nH]c(=O)n2Cc2ccccc2)C1(NS(=O)(=O)c1ccccc1)C(F)(F)F (stereo not given) | 0.0 | 3 | 3 | 6 | 1 | -4 | -6 | -18 | -2
CCn1nc(C(=O)NNS(=O)(=O)c2cc(/C=C/C(=O)O)cc(OC)c2OC)c2ccccc2c1=O | 0.1 | 16 | 1 | 4 | -1 | 11 | 1 | -6 | -2
O=C(CCCOc1ccccc1)NNC(=O)c1ccncc1 | -1.0 | 18 | -5 | 12 | -3 | 12 | -2 | 3 | 1
Brc1ccccc1OCCCn1cnc2ccccc21 | 7.4 | 11 | 0 | 42 | 1 | -237 | 4 | -3 | 6
Clc1ccc(CNCC2CCCO2)cc1 (stereo not given) | -0.8 | 6 | 2 | -6 | 1 | 7 | 0 | 0 | -4
Cn1nccc1C(=O)Nc1ccccc1C(=O)O | 1.5 | 3 | 7 | 10 | 0 | -6 | 2 | 4 | -2
More records.
SMILES | UPR CHOP act | APJ antag | CCR6 antag | tim23-1 inh | APJ ag | Mdm2-MdmX inh | CXCR6 block | EBI2 block | UPR XBP1 act
Cc1ccccc1-n1c(O)cc(=O)[nH]c1=S | 1.1 | 13 | 0 | -2 | -3 | 0 | 0 | -3 | -1
CC1=NOC(=O)/C1=C/c1ccc2c(c1)OCO2 | 0.0 | -26 | -11 | 23 | 4 | 14 | -16 | -19 | -2
O=C(Cc1cccc(NC(=O)C2CCN(C(=O)CCc3ccccc3)CC2)c1)Nc1cccc(C(=O)N2CCCC2)c1 | 1.3 | -1 | 3 | 6 | -4 | 0 | -14 | -11 | -3
COCCNC(=O)CSC1=N/C(=C/c2ccc(Cl)c(Cl)c2)C(=O)N1c1ccccc1F | 0.3 | -9 | 20 | 33 | -4 | 18 | -3 | 6 | -3
CS(C)(=O)=NS(=O)(=O)c1ccc(Cl)cc1 | 1.0 | 6 | 0 | 0 | 2 | 8 | -2 | 2 | -2
CC(=O)COc1ccc2c(-c3ccccc3)cc(=O)oc2c1 | 2.4 | 4 | 1 | -2 | -2 | -16 | -11 | -6 | 5
CS(=O)(=O)N(CC(=O)N1CCN(Cc2ccccc2)CC1)c1cccc([N+](=O)[O-])c1 | -2.1 | -1 | 7 | -12 | 2 | -4 | 1 | -5 | -3
O=S(=O)(Nc1ncccn1)c1ccc(Nc2ncnc3ccccc23)cc1 | -0.2 | 17 | 11 | 6 | -3 | -1 | -1 | -11 | 0
CC(Nc1ccccc1)c1ccncc1 (stereo not given) | -3.1 | 5 | -1 | 3 | -2 | -17 | 4 | -3 | -2
COc1cc(Cl)ccc1OCc1cc(C(=O)NC(C)Cc2cnccn2)no1 (stereo not given) | 3.5 | -8 | 1 | 11 | 0 | -73 | 0 | -2 | -1
COc1cc(C2C(C#N)=C(N)Oc3n[nH]c(-c4cccnc4)c32)ccc1OCC(N)=O (stereo not given) | -1.0 | -5 | 3 | 14 | 0 | -3 | -4 | 7 | -3
Cc1ccc(N/C=C2\CCCCC2=O)nc1 | 5.3 | 1 | 18 | 21 | 6 | -10 | 1 | 4 | 2
O=C1c2cccc(Sc3ccccc3)c2C(=O)c2c(Sc3ccccc3)cccc21 | 1.4 | -12 | 8 | 9 | -1 | -1 | 4 | -3 | 1
CCOc1ccccc1C1CC(=O)NC(SCC)=C1C#N (stereo not given) | -2.2 | -3 | 12 | 3 | -5 | 8 | 8 | -13 | -2
O=C(CSc1nnc(-c2ccccn2)o1)Nc1ccccc1C(F)(F)F | 3.8 | 3 | -10 | -4 | 2 | -10 | 6 | -8 | 6
O=C(CCCc1ccccc1)Nc1ccnn1C1CCN(Cc2ccccn2)CC1 | 0.2 | 4 | -4 | 18 | 4 | -17 | -17 | -5 | -2
O=C(NCC1CCCN(C(=O)NCc2ccccc2)C1)c1ccc2c(c1)OCO2 (stereo not given) | 1.7 | 2 | 4 | -2 | -3 | 12 | -1 | 0 | 7
COc1ccc(-n2ncc3c2CC(C)(C)CC3NC(=O)C2CCN(C(C)=O)CC2)cc1 (stereo not given) | 0.8 | -40 | 16 | 8 | 1 | 1 | 4 | 3 | -7
COc1ccc(C(C)(C)NC(=O)C2CCC(=O)N(CCCN3CCCC3=O)C2)cc1 (stereo not given) | 0.4 | -4 | 0 | -8 | 4 | 11 | -1 | -7 | 0
CCCN(CCC)S(=O)(=O)c1ccc(C(=O)N2CCCc3ccccc32)cc1 | -3.9 | -2 | 12 | 31 | 0 | 12 | 8 | 8 | -4
O=C(O)c1ccc(NC(=O)C2(c3ccccc3)CCCC2)cc1 | -0.3 | 12 | 7 | 4 | 1 | -19 | 10 | -3 | -2
CCOCCCNS(=O)(=O)c1ccc2c(c1)OCCO2 | -1.7 | 14 | 9 | 6 | 0 | -16 | -2 | -8 | -1
COC(=O)CCC(=O)NNC(=O)CCC(=O)Nc1cccc(Cl)c1C | -0.6 | -1 | 6 | 11 | 2 | 2 | -10 | -5 | 0

Structures listed so far containing an aryl thioether with sulfur outside any ring:
SMILES | UPR CHOP act | APJ antag | CCR6 antag | tim23-1 inh | APJ ag | Mdm2-MdmX inh | CXCR6 block | EBI2 block | UPR XBP1 act
O=C(CSc1nccc(=O)[nH]1)NC1CCCc2ccccc21 (stereo not given) | 0.4 | -25 | 10 | -10 | -4 | -41 | 2 | -1 | -2
COc1ccccc1N/C(N)=N/c1nc(CSc2nc3ccccc3s2)cc(=O)[nH]1 | 6.5 | -3 | . | 1 | 0 | 24 | . | . | 2
CCc1c(O)nc(SCC(=O)Nc2cc(C)on2)n(-c2ccccc2)c1=O | -0.2 | -1 | 16 | -4 | -2 | 1 | 1 | -3 | -1
Nc1nnc(SCCN2C(=O)c3ccccc3S2(=O)=O)s1 | 2.0 | 3 | -2 | -13 | -1 | 12 | 4 | -1 | -2
O=C1c2cccc(Sc3ccccc3)c2C(=O)c2c(Sc3ccccc3)cccc21 | 1.4 | -12 | 8 | 9 | -1 | -1 | 4 | -3 | 1
O=C(CSc1nnc(-c2ccccn2)o1)Nc1ccccc1C(F)(F)F | 3.8 | 3 | -10 | -4 | 2 | -10 | 6 | -8 | 6
